Source: PubChem BioAssay
SW480 rerep: induces DNA re-replication in SW480 colon adenocarcinoma cells | AID 624297 | 1.8% of 340,000 active | Potency, µM (titrated, usually from 46.1 µM), for the others: at the top dose re-replication activation, hits mostly activators | SW480 DNA re-replication, Hoechst DNA content imaging, 48 h; note: potency is the fitted concentration of half-maximal effect; % of control where 0% means no effect; nearly all actives have a fitted effect of over 55% in size
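Cells (250 per well) received 23 nL compound or DMSO by pin tool and were kept 48 hr at 37 C, 5% CO2. Nuclei were then stained with Hoechst for 40 min and scanned for DNA content.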
MCF10A rereplic: inducers of DNA re-replication in MCF 10A breast cells; MCF 10A DNA re-replication, Hoechst nuclear intensity, 48 h; Potency, µM (titrated, usually from 46.1 µM), for inactives: at the highest dose activity, positive = re-replication, actives largely listed as activators; 2.9% of 350,000 active; AID 624296; note: potency is the fitted concentration of half-maximal effect; % of control where 0% means no effect; nearly all actives have a fitted effect of over 50% in size
KB-3-1 cytotox: KB-3-1 parental cell cytotoxicity; KB-3-1 viability, CellTiter-Glo ATP luminescence, 72 h; Potency, µM (top dose mostly 46.1 µM), for inactives: top-dose activity change, negative = cytotoxic, usual class: cytotoxic; 1.4% of 400,000 active; AID 1347075; note: potency is the fitted concentration of half-maximal effect; % is set by controls: 0 for no effect and ±100 for the full control effect; nearly all actives have a fitted effect of over 60% in size
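Here the drug-naive KB-3-1 line serves as comparator for MDR sub-line selectivity; cells received compound titrations, 72 h at 37 °C, then CellTiter-Glo readout.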
HT1080 IDH1KD tx: kills HT-1080 cells with IDH1 knockdown | 2% of 360,000 active | Potency, µM (titrated, usually from 46.1 µM), without a hit: at the highest dose activity, negative = toxicity, hits mostly cytotoxic | HT-1080 IDH1 knockdown viability, ATP luminescence, 48 h | AID 686971;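 note: potency is the fitted concentration of half-maximal effect; 0% = DMSO wells and -100% = cell-free medium wells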
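In this qHTS, HT-1080 cells depleted of IDH1 are exposed for 48 h at 37 °C to compound titrations. Toxicity is scored from CellTiter-Glo luminescence, with DMSO as full viability and medium alone as none.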
KB-V1 cytotox: KB-V1 MDR subline cytotoxicity; KB-V1 MDR cells viability, CellTiter-Glo, 72 h; 3.4% of 400,000 active; Potency, µM (top dose mostly 46.1 µM), inactives show top-dose activity change, negative = cytotoxicity, usual class: cytotoxic; AID 1347076; note: potency is the fitted concentration of half-maximal effect; % is set by controls: 0 for no effect and ±100 for the full control effect; nearly all actives have a fitted effect of over 60% in size
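Readout: CellTiter-Glo luminescence, 10 min after addition. Cells: KB-V1 MDR subline, 72 h at 37 degrees C with compound. Analysis: corrected, normalized data fitted to concentration-effect curves.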
ATXN viability: reduces viability in counter-screen for ATXN expression inhibitors; Potency, µM (highest dose often 56.7 µM), most hits filed as cytotoxic; 0.49% of 400,000 active; S2 cells (HEK-293 line with an ATXN2-luciferase reporter) viability, CellTiter-Fluor protease fluorescence, 24 h; note: potency is the fitted concentration of half-maximal effect; nearly all actives have a fitted effect of over 40% in size
ATXN2 expr inh: ATXN2 expression inhibition; HEK-293 ATXN2-luciferase reporter, luminescence, 24 h; Potency, µM (titrated, usually from 57 µM), for the others: at the top dose activity change, negative = inhibition, hits mostly inhibitors; 0.72% of 360,000 active; AID 1745845; note: potency is the fitted concentration of half-maximal effect; % is set by controls: 0 for no effect and ±100 for the full control effect; nearly all actives have a fitted effect of over 55% in size
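qHTS (up to 57 uM final) was run with 24 h compound exposure of reporter cells at 37 °C. Each well was multiplexed: SteadyGlo luminescence measured ATXN2-luciferase expression after a fluorogenic Gly-Phe-AFC viability readout (25 uM final).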
HT1080NT lethal: kills 2HG-producing HT-1080-NT fibrosarcoma cells | Potency, µM (top dose mostly 46.1 µM), for the others: at the top dose activity, negative = less viability, most hits filed as cytotoxic | HT-1080-NT fibrosarcoma viability, CellTiter-Glo ATP luminescence, 48 h | 1.6% of 360,000 active;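 note: NT is the 2HG producing partner of a matched IDH1 knockdown line; potency is the fitted concentration of half-maximal effect; 0% = DMSO-treated cells and -100% = media-only wells without cells; nearly all actives have a fitted effect of over 55% in size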
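Fibrosarcoma NT cells, 750 per well in 5% FBS RPMI, were exposed to compound for 48 hours. Viability: CellTiter-Glo luminescence.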
IL1B secr inh: inhibitors of inflammasome signaling (IL-1 beta secretion); THP-1 LPS/ATP IL-1B secretion, AlphaLISA, 16 h; active compounds read low; activity change, % at 57.5 µM; AID 743279; 4.7% of 360,000 active; in the data active = activity change below about -50%; inconclusive = mostly about -30% to -49%; note: % is set by controls: 0 for no effect and ±100 for the full control effect
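THP-1 cells pretreated 1 hr with compounds (up to 57.5 uM final), then stimulated with LPS (250 ng/mL final) plus ATP (1.25 mM final); secreted IL-1B measured by AlphaLISA after 16 hr, decreased signal indicating inhibition.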
* = called active by the depositor; [ ] = dose if it differs, or a comment. Unless noted, calls come from the whole dose curve; as a rule, active = well fitted curve in the direction sought with a large enough effect; inconclusive = small, poorly fitted or top-dose-only effect, or another doubt; inactive = no such curve, though single readings can be large; an effect the other way counts as inactive or inconclusive.

`CCN(C(=O)CN1C(=O)NC(c2ccccc2)(c2ccc(C)c(C)c2)C1=O)C1CCCCC1` (stereo not drawn) gave SW480 rerep inconclusive, MCF10A rereplic inconclusive, KB-3-1 cytotox inconclusive, HT1080 IDH1KD tx inconclusive, KB-V1 cytotox -1%, ATXN viability inconclusive, ATXN2 expr inh inconclusive, HT1080NT lethal inconclusive and IL1B secr inh 0.
Screening CCCCN(C(=O)c1ccc2ccccc2c1)c1c(N)n(CCCC)c(=O)[nH]c1=O returned SW480 rerep -9%, MCF10A rereplic -1%, KB-3-1 cytotox 7%, HT1080 IDH1KD tx 1%, KB-V1 cytotox 23%, HT1080NT lethal 6% and IL1B secr inh -20.
For Cc1cccc(OCC(=O)N/N=C\c2cn(C)c3ccccc23)c1 the results were SW480 rerep 2%, MCF10A rereplic 10%, KB-3-1 cytotox -2%, HT1080 IDH1KD tx -4%, KB-V1 cytotox 1%, ATXN viability inactive, ATXN2 expr inh 8%, HT1080NT lethal -9% and IL1B secr inh -2.
`CO/N=C\CC(=O)Nc1ccc(F)cc1` gave SW480 rerep 1%, MCF10A rereplic -2%, KB-3-1 cytotox 19%, HT1080 IDH1KD tx 2%, KB-V1 cytotox 1%, ATXN viability inactive, ATXN2 expr inh 4%, HT1080NT lethal 8% and IL1B secr inh 42.
Screening COc1ccc(-c2csc(NC(=O)CC(NC(C)=O)c3ccccc3)n2)cc1OC (stereo not drawn) returned SW480 rerep 4%, MCF10A rereplic 10%, KB-3-1 cytotox -11%, HT1080 IDH1KD tx -9%, KB-V1 cytotox -28%, ATXN viability inactive, ATXN2 expr inh -10%, HT1080NT lethal -6% and IL1B secr inh -27.
Screening Cc1ccccc1C1=NC(C(F)(F)F)(C(F)(F)F)c2c(n(-c3ccc(F)cc3)c(=O)[nH]c2=O)N1 returned SW480 rerep -3%, MCF10A rereplic 12%, KB-3-1 cytotox 1%, HT1080 IDH1KD tx 6%, KB-V1 cytotox 15µM*, ATXN viability inconclusive, ATXN2 expr inh 1%, HT1080NT lethal -2% and IL1B secr inh 12.
`O=C(NCCc1c[nH]c2ccccc12)/C(=C\c1cccs1)NC(=O)c1ccccc1` gave SW480 rerep 2%, MCF10A rereplic inconclusive, KB-3-1 cytotox 16%, HT1080 IDH1KD tx 0%, KB-V1 cytotox 0%, ATXN viability inconclusive, ATXN2 expr inh -6%, HT1080NT lethal 0% and IL1B secr inh -5.
For CCc1ccc(Cn2ncc3c(C(=O)O)cc(C)nc32)cc1 the results were SW480 rerep -5%, MCF10A rereplic -2%, KB-3-1 cytotox 3%, HT1080 IDH1KD tx -11%, KB-V1 cytotox 1%, ATXN viability inactive, ATXN2 expr inh 3%, HT1080NT lethal -8% and IL1B secr inh 15.
For CCOC(=O)C1C(=O)NC(c2ccccc2)=NC1c1ccc(Br)cc1 (stereo not drawn) the results were SW480 rerep -90%[inhibitor], MCF10A rereplic 0%, KB-3-1 cytotox 9%, HT1080 IDH1KD tx -1%, KB-V1 cytotox -2%, ATXN viability inactive, ATXN2 expr inh 7%, HT1080NT lethal -1% and IL1B secr inh 5.
COCCNC(=O)Cn1cc2c(n1)CCC(C)C2 (stereo not drawn) was read as SW480 rerep 3%, MCF10A rereplic 0%, KB-3-1 cytotox 1%, HT1080 IDH1KD tx 12%, KB-V1 cytotox -6%, ATXN viability inactive, ATXN2 expr inh 3%, HT1080NT lethal 11% and IL1B secr inh 15.
`Cc1cccnc1CCNC(=O)c1ccc(OC2CCN(Cc3ccccn3)CC2)cc1` gave SW480 rerep -19%, MCF10A rereplic 3%, KB-3-1 cytotox 5%, HT1080 IDH1KD tx 14%, KB-V1 cytotox inconclusive, ATXN viability inactive, ATXN2 expr inh inconclusive, HT1080NT lethal 8% and IL1B secr inh 0.
CC1=C(C(=O)Nc2ccc(Cl)cc2)C(C(C)C)n2nc(SCc3ccc(Cl)cc3)nc2N1 (stereo not drawn) was read as KB-3-1 cytotox -7%, KB-V1 cytotox 9%, ATXN viability inactive and ATXN2 expr inh 0%.
Screening Cc1cc(F)ccc1NC(=O)CCc1c(C)nn(-c2ccc(N3CCCCC3)nn2)c1C returned SW480 rerep inconclusive, MCF10A rereplic -1%, KB-3-1 cytotox -1%, HT1080 IDH1KD tx 5%, KB-V1 cytotox -10%, ATXN viability inactive, ATXN2 expr inh -4%, HT1080NT lethal -5% and IL1B secr inh -16.
For O=C(c1c(F)cccc1F)N1CCCC1 the results were SW480 rerep -8%, MCF10A rereplic 3%, KB-3-1 cytotox -13%, HT1080 IDH1KD tx 0%, KB-V1 cytotox 19%, ATXN viability inactive, HT1080NT lethal 7% and IL1B secr inh 0.
`CCC(C)Nc1nc2c(c(=O)n(C)c(=O)n2C)n1Cc1cccc(C)c1` (stereo not drawn) gave SW480 rerep 0%, MCF10A rereplic 16%, KB-3-1 cytotox 0%, HT1080 IDH1KD tx 7%, KB-V1 cytotox 0%, ATXN viability inactive, ATXN2 expr inh 3%, HT1080NT lethal 18% and IL1B secr inh -18.

The closing 2 compounds of the part before lead into the next:
For O=C(c1c(F)cccc1F)N1CCCC1 the results were SW480 rerep -8%, MCF10A rereplic 3%, KB-3-1 cytotox -13%, HT1080 IDH1KD tx 0%, KB-V1 cytotox 19%, ATXN viability inactive, HT1080NT lethal 7% and IL1B secr inh 0.
`CCC(C)Nc1nc2c(c(=O)n(C)c(=O)n2C)n1Cc1cccc(C)c1` (stereo not drawn) gave SW480 rerep 0%, MCF10A rereplic 16%, KB-3-1 cytotox 0%, HT1080 IDH1KD tx 7%, KB-V1 cytotox 0%, ATXN viability inactive, ATXN2 expr inh 3%, HT1080NT lethal 18% and IL1B secr inh -18.
For CCN(CC)S(=O)(=O)c1cc(C(=O)c2nccn2C)ccc1Cl the results were SW480 rerep -8%, MCF10A rereplic 4%, KB-3-1 cytotox 4%, HT1080 IDH1KD tx 2%, KB-V1 cytotox inconclusive, ATXN viability inactive, ATXN2 expr inh 1%, HT1080NT lethal -1% and IL1B secr inh 16.
COc1cccc(CNCc2cccn2-c2nnc(N3CCN(c4ccccc4)CC3)s2)c1 was read as KB-3-1 cytotox -18%, KB-V1 cytotox inconclusive, ATXN viability inactive and ATXN2 expr inh inconclusive.
`Nc1ccc2c(c1)Nc1ccccc1CC2` gave SW480 rerep 6%, MCF10A rereplic 14%, KB-3-1 cytotox 16%, HT1080 IDH1KD tx -10%, KB-V1 cytotox 0%, ATXN viability inconclusive, ATXN2 expr inh 18%, HT1080NT lethal 5% and IL1B secr inh 0.
`Cc1cccc(OCC(=O)Nc2ccc(N3CCN(C(=O)c4ccccc4)CC3)cc2)c1` gave SW480 rerep -3%, MCF10A rereplic inconclusive, KB-3-1 cytotox 3%, HT1080 IDH1KD tx 5%, KB-V1 cytotox inconclusive, ATXN viability inconclusive, ATXN2 expr inh -30%, HT1080NT lethal 2% and IL1B secr inh -68*.
Screening CCOC(=O)C1(CCOC)CCN(C(=O)Cc2ccsc2)CC1 returned SW480 rerep inconclusive, MCF10A rereplic 2%, KB-3-1 cytotox 5%, HT1080 IDH1KD tx 8%, KB-V1 cytotox -10%, ATXN viability inactive, ATXN2 expr inh 8%, HT1080NT lethal 3% and IL1B secr inh -3.
Cc1ccc2c(c1)N(C(=O)CCC(=O)NCc1ccccn1)CC(C)O2 (stereo not drawn) was read as SW480 rerep -3%, MCF10A rereplic 3%, KB-3-1 cytotox 1%, HT1080 IDH1KD tx 0%, KB-V1 cytotox -6%, ATXN viability inactive, ATXN2 expr inh 9%, HT1080NT lethal 2% and IL1B secr inh 4.
Screening COCc1cc(C)nc(SCC[N+](C)(C)CC(=O)Nc2cccc(C(F)(F)F)c2)c1C#N returned SW480 rerep -4%, MCF10A rereplic 11%, KB-3-1 cytotox 7%, HT1080 IDH1KD tx -11%, KB-V1 cytotox 9%, ATXN viability inactive, ATXN2 expr inh -8%, HT1080NT lethal -22% and IL1B secr inh -51*.
COC(=O)c1ccc(S(=O)(=O)NCc2ccc(S(N)(=O)=O)cc2)o1 was read as SW480 rerep -32%[inhibitor], MCF10A rereplic inconclusive, KB-3-1 cytotox -3%, HT1080 IDH1KD tx 19%, KB-V1 cytotox 17%, ATXN viability inactive, ATXN2 expr inh -8%, HT1080NT lethal 15% and IL1B secr inh 16.
Screening O=C(c1cc2ccccc2o1)N1CCN(CCOc2ccccc2)CC1 returned SW480 rerep 0%, MCF10A rereplic 0%, KB-3-1 cytotox -18%, HT1080 IDH1KD tx -9%, KB-V1 cytotox -18%, ATXN viability inactive, ATXN2 expr inh -14%, HT1080NT lethal -1% and IL1B secr inh -11.
Screening Cc1ccc(-c2noc(Cn3nc(C(=O)O)c4ccccc4c3=O)n2)cc1 returned SW480 rerep -4%, MCF10A rereplic 4%, KB-3-1 cytotox 7%, HT1080 IDH1KD tx 22%, KB-V1 cytotox -4%, ATXN viability inactive, ATXN2 expr inh 11%, HT1080NT lethal 19% and IL1B secr inh -7.
Screening N#Cc1c(-c2ccc(Cl)cc2)ccnc1N1CCOCC1 returned SW480 rerep -5%, MCF10A rereplic 3%, KB-3-1 cytotox 0%, HT1080 IDH1KD tx -13%, KB-V1 cytotox -5%, ATXN viability inactive, ATXN2 expr inh 14%, HT1080NT lethal -1% and IL1B secr inh -57*.
O=C(COc1ccc(NC(=O)c2cccs2)cc1)c1ccc(F)cc1 was read as SW480 rerep -7%, MCF10A rereplic inconclusive, HT1080 IDH1KD tx -10%, ATXN viability inactive, ATXN2 expr inh -15%, HT1080NT lethal -6% and IL1B secr inh -4.
Screening COc1ccc(NC(=O)C2CCCO2)c(OC)c1 (stereo not drawn) returned SW480 rerep 5%, MCF10A rereplic -2%, KB-3-1 cytotox 23%, HT1080 IDH1KD tx 9%, KB-V1 cytotox 0%, ATXN viability inactive, ATXN2 expr inh 6%, HT1080NT lethal 0% and IL1B secr inh -4.
Screening Fc1ccccc1Cc1noc(CN(Cc2ccccn2)CC2CCCO2)n1 (stereo not drawn) returned SW480 rerep -1%, MCF10A rereplic -1%, KB-3-1 cytotox 3%, HT1080 IDH1KD tx 10%, KB-V1 cytotox inconclusive, ATXN viability inactive, ATXN2 expr inh -4%, HT1080NT lethal -3% and IL1B secr inh 14.
